Bioassay records: PubChem BioAssay, The Scripps Research Institute Molecular Screening Center
CHO-K1 Ca antag: nonselective inhibitor or artifact in parental CHO-K1 cells; 0.6% of 360,000 active; inhibition, % at 3 µM; ATP-induced calcium, Fluo-8 fluorescence; AID 602250;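 active = inhibition above a per-plate cutoff, the plate's mean sample inhibition plus 3 SD, cut at about 24% in these data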;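 note: 0% = DMSO plus EC80 ATP and 100% = DMSO alone without ATP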
TAAR1 antag: human TAAR1 antagonists, primary screen, Fluo-8 calcium fluorescence, CHO RD-HGA16 cells | 1.5% of 360,000 active | AID 624466, 2012 | antagonist | inhibition, % at 3 µM | Trace amine-associated receptor 1 (Homo sapiens), Q96RJ0;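 active = inhibition above a per-plate cutoff, the mean inhibition of test compounds on that plate plus 3 SD, cut at about 49% in these data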;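 note: 0% = DMSO plus EC80 beta-PEA response and 100% = DMSO alone without agonist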
Target sequence (Q96RJ0 whole entry, looked up): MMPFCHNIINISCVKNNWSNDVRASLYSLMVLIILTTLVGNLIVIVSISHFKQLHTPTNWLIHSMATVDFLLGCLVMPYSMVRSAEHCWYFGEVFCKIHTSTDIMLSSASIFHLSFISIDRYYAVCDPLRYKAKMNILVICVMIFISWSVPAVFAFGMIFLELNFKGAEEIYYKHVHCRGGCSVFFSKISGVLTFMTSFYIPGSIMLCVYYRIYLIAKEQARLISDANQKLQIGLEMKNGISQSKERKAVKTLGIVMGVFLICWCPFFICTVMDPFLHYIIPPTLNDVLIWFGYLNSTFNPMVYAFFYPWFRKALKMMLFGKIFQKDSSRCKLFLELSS
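Test system: CHO RD-HGA16 cells bearing hTAAR1 | Reagent: β-PEA, EC80 | Compound dosing: 3 µM, single point | Schedule: Dye loading 75 min at 37 °C, then 30 min room temperature | Signal: Calcium fluorescence with Fluo-8 | Evaluation: Percent inhibition of PEA-evoked calcium signal, max/basal emission ratio | Control set: DMSO-only wells and EC80 β-PEA-stimulated wells | Repeats: Singlicate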
CHRM1 agonist: human M1 muscarinic receptor agonists, primary screen, Fluo-8 calcium fluorescence, CHO-K1 cells, HTS. Muscarinic acetylcholine receptor M1 (Homo sapiens), P11229. CHO-K1 hM1, agonist mode; 0% DMSO, 100% acetylcholine EC100. 0.33% of 360,000 active. activation, % at 3 µM. AID 588814, 2011;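 active = activation above the run's mean compound activation plus 3 SD, cut at about 16% in these data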;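 note: peak over basal fluorescence ratio within a 140 s kinetic read after compound addition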
M1 PAM parental: nonselective calcium activators in parental CHO-K1 cells, primary screen, counter-screen for M1 PAM project, cell-based, Fluo-8 calcium fluorescence, full deck, 1536-well | ATP EC20; 0% at ATP EC20, 100% at ATP max | activation, % at 3 µM | 0.02% of 360,000 active | AID 602247, 2012;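 active = activation above the run cutoff, the mean activation of all test compounds plus 3 SD, cut at about 40% in these data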;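 note: peak over basal fluorescence ratio in a 140 s read after ATP addition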
TAAR1 ag: human TAAR1 agonists, primary screen, Fluo-8 calcium fluorescence, CHO RD-HGA16 cells; vehicle wells 0%, saturating PEA agonist 100%; activation, % at 3 µM; 0.99% of 360,000 active; AID 624467, 2012;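 active = activation above the mean activation of all test compounds in the run plus 3 SD, cut at about 38% in these data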
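Assay system: CHO-derived RD-HGA16 cells with stable Gα16 and human TAAR1; timing: 17-24 h seeding, 75 min 37 °C dye, 30 min RT; read-out: % activation from peak over basal fluorescence ratio, DMSO-to-PEA scaled; measured by: kinetic Fluo-8 calcium fluorescence; benchmarks: low control DMSO, high control PEA (EC100); doses: 3 µM single concentration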
CHO parental Ca: ATP-evoked calcium signal inhibitors, parental CHO, primary screen, counter-screen for OX1R antagonist project, cell-based, fluorescence, Fluo-8 calcium dye; parental CHO-K1, ATP-induced calcium, Fluo-8 fluorescence; AID 463079, 2010; inhibition, % at 5.6 µM; 0.63% of 330,000 active;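 active = inhibition above that plate's mean sample inhibition plus 3 SD, cut at about 26% in these data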;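 note: 0% = ATP-challenged DMSO wells and 100% = DMSO wells without ATP; some compounds past the cut are filed as inactive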
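test system = CHO parental line | reagent = ATP stimulus | measured by = intracellular calcium via Fluo-8 no-wash fluorescent dye | control set = ATP and no-ATP DMSO wells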
M1 ag parental: counter-screen for M1 agonists: effect in parental CHO-K1 cells; Fluo-8 calcium fluorescence; scaled to maximal ATP response, vehicle zero; activation, % at 3 µM; 0.48% of 360,000 active; AID 602248, 2012; in the data active = activation above about 15%;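 note: untransfected CHO-K1 host cells lacking M1 receptor as counterscreen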
OXTR potentiator: human OXTR potentiators, primary screen, fluorescence, CHO-OTR cells, Fluo-8 calcium | Oxytocin receptor (Homo sapiens), P30559 | Fluo-8 calcium fluorescence, potentiator mode; 0% = oxytocin EC15, 100% = EC100 | activation, % at 3 µM | 0.061% of 320,000 active | AID 2445, 2010;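 active = activation above that plate's cutoff, the mean activation of tested compounds plus 3 SD, cut at about 6.6% in these data, passing the limit was not always enough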;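 note: 100% uses oxytocin at 75 nM as the full agonist control; some results filed as inactive read as strong as hits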
Target sequence (P30559 whole entry, looked up): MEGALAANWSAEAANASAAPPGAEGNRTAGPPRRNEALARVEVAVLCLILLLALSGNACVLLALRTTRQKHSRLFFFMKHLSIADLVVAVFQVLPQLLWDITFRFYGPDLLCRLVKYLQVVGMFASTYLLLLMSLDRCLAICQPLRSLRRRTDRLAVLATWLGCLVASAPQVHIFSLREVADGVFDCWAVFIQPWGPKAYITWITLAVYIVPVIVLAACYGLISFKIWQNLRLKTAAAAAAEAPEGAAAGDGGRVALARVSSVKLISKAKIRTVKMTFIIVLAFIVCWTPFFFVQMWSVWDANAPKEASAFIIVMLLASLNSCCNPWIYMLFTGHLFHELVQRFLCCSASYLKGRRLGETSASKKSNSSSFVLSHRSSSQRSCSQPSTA
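System: human OTR in CHO cells / Also added: sub-maximal oxytocin, roughly EC15 / Control set: EC15 oxytocin low, 75 nM oxytocin high / Schedule: 6 min compound pre-incubation at room temperature, 100 s kinetic read / Compound: single-point 3.0 µM / Replication: singlicate / Technique: Fluo-8 calcium dye fluorescence / Read-out basis: % activation of max/min ratio relative to oxytocin controls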
M1 antag: human M1 muscarinic receptor antagonists, primary screen, CHO-K1 cells, Fluo-8 calcium fluorescence, 1536-well | 1.3% of 360,000 active | AID 588852, 2011 | inhibition, % at 3 µM | Muscarinic acetylcholine receptor M1 (Homo sapiens), P11229 | CHO-K1 hM1, ACh EC80 antagonist;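 active = percent inhibition above its own plate's cutoff, namely the mean of that plate's compound wells plus 3 SD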;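 note: peak over basal fluorescence ratio during 140 s after agonist addition; 0% = ACh EC80 plus DMSO and 100% = DMSO alone without agonist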
* marks the source's active call; other numbers are inactive results; . = no result given.

1. S=C(Nc1ccc(Br)cc1)NC1CCN(Cc2ccccc2)CC1
2. O=Cc1c(Cl)[nH]c(=O)n1-c1ccccc1
3. CCOC(=O)C(NC(C)=O)C(OC(C)=O)c1cccc([N+](=O)[O-])c1 (stereo not given)
4. O=C1c2ccccc2C(=O)N1Cc1nn2c(-c3ccc(Cl)cc3)nnc2s1
5. COc1ccc(CCN2CC(C(=O)NCc3c(C)n[nH]c3C)CCC2=O)cc1 (stereo not given)
6. O=C(Nc1nccs1)c1ccc(S(=O)(=O)c2ccccc2)cc1
compound no.	1	2	3	4	5	6
OXTR potentiator	-17	.	-4	-1	-6	-11
CHO parental Ca	8	.	18	-9	-5	11
TAAR1 ag	63*	0	2	1	1	18
M1 antag	12	-7	-18	-27	-20	-19
M1 PAM parental	-20	13	-1	4	16	1
TAAR1 antag	51*	12	16	9	-24	1
CHO-K1 Ca antag	13	-1	1	18	-10	1
CHRM1 agonist	6	-7	0	2	-2	-1
M1 ag parental	12	0.2	0.0	0.6	0.8	0.2

7. CCOC(=O)N1CC(C)N(C(=S)Nc2ccccc2)CC1C (stereo not given)
8. O=C(Nc1ccc(N2CCN(C(=O)c3ccccc3)CC2)cc1)c1ccc([N+](=O)[O-])o1
9. Cn1ccnc1SCC(=O)Nc1cccc2ccccc12
10. CC1(C)CC(=O)c2sc(NC(=O)CN3C(=O)CCC3=O)nc2C1
11. CCOc1cc(C2NC(=O)NC(c3ccccc3)=C2C(C)=O)ccc1OCC(N)=O (stereo not given)
12. CCOC(=O)C1=C(COC(=O)c2ccc([N+](=O)[O-])s2)NC(=O)NC1C (stereo not given)
compound no.	7	8	9	10	11	12
OXTR potentiator	.	.	-2	-5	-6	-6
CHO parental Ca	.	.	-11	-6	-1	0
TAAR1 ag	0	9	3	0	0	18
M1 antag	10	-17	4	4	-7	0
M1 PAM parental	14	12	8	0	-9	-7
TAAR1 antag	-5	11	7	-8	-18	-3
CHO-K1 Ca antag	-5	3	-5	9	18	5
CHRM1 agonist	-4	2	-5	-1	-1	0
M1 ag parental	2.6	1.2	0.3	-0.3	-0.1	1.7

13. CSc1ccccc1NC(=O)c1cc(C(C)C)on1
14. COc1ccc(-c2nnn(CC(=O)OC3CCCCC3)n2)cc1OC
15. O=C(Cc1ccccc1)N[C@@H](Cc1ccccc1)c1nc2ccccc2[nH]1
16. CCOC(=O)CSc1nnc(-c2ccccc2)c(-c2ccccc2)n1
17. Cc1nnc(NC(=O)c2oc3ccccc3c2C)s1
18. CC1(C(=O)NS(=O)(=O)c2cccs2)CCN1C(=O)C1(c2ccc(Cl)cc2)CCC1 (stereo not given)
compound no.	13	14	15	16	17	18
OXTR potentiator	-10	-15	2	.	-3	.
CHO parental Ca	-19	-17	-21	.	-10	.
TAAR1 ag	3	6	2	3	11	6
M1 antag	-12	1	-3	1	-9	-8
M1 PAM parental	10	-6	20	4	7	15
TAAR1 antag	-4	29	0	6	-6	-38
CHO-K1 Ca antag	-15	3	-2	-5	-1	-3
CHRM1 agonist	-3	0	-4	-3	1	-4
M1 ag parental	-0.2	3.9	0.5	1.1	1.1	0.1

19. O=C(Cc1coc2cc3c(cc12)CCC3)NC1CCCCCCC1
20. O=C(CN(C(=O)CNC(=O)c1ccco1)c1cccc(F)c1)NC1CCCCC1
21. Cc1cc(=O)n2c(C(=O)Nc3ccc(C)c(C)c3)c(C(=O)Nc3ccccc3)sc2n1
22. COc1ccccc1NC(=O)c1cc(=O)[nH]c2ccccc12
23. O=c1c2ccccc2cnn1-c1ccc(Br)cc1
24. O=C(Oc1ccc(Cl)cc1)N1CCCCC1
compound no.	19	20	21	22	23	24
OXTR potentiator	3	-6	-10	-8	0	4
CHO parental Ca	-26	-6	-4	-9	-4	-4
TAAR1 ag	0	3	0	-1	2	4
M1 antag	9	-4	-7	-19	-2	-6
M1 PAM parental	16	1	10	-13	11	23
TAAR1 antag	-6	9	19	14	23	16
CHO-K1 Ca antag	-1	-11	-17	-54	-3	-9
CHRM1 agonist	-10	3	-1	-5	-4	-6
M1 ag parental	1.1	0.0	0.7	1.1	0.3	0.2

One compound at a time (already shown).
Record of Cc1cc(=O)n2c(C(=O)Nc3ccc(C)c(C)c3)c(C(=O)Nc3ccccc3)sc2n1 → OXTR potentiator = -10; CHO parental Ca = -4; TAAR1 ag = 0; M1 antag = -7; M1 PAM parental = 10; TAAR1 antag = 19; CHO-K1 Ca antag = -17; CHRM1 agonist = -1; M1 ag parental = 0.7
Record of O=C(Oc1ccc(Cl)cc1)N1CCCCC1 → OXTR potentiator = 4; CHO parental Ca = -4; TAAR1 ag = 4; M1 antag = -6; M1 PAM parental = 23; TAAR1 antag = 16; CHO-K1 Ca antag = -9; CHRM1 agonist = -6; M1 ag parental = 0.2

Carrying on:
25. O=C(O)c1cc(NCc2c(F)cccc2Cl)ccc1N1CCOCC1
26. c1ccc2c(CNc3ccc(CNc4ncn[nH]4)cc3)cccc2c1
27. COc1cccc(/C=N/NC(=O)CC(C)O)c1OC/C=C/c1ccccc1 (stereo not given)
28. O=C(CSc1nc2ccccc2c(=O)n1Cc1ccc(F)cc1)NCc1cccs1
29. Cc1ccc(C(C(=O)NC2CCCC2)N(Cc2ccco2)C(=O)CCC(=O)Nc2cc(C)on2)cc1 (stereo not given)
30. CC1(C(=O)NS(=O)(=O)c2ccccc2Cl)CCN1C(=O)CCc1cccs1 (stereo not given)
compound no.	25	26	27	28	29	30
OXTR potentiator	-1	-13	.	0	-12	.
CHO parental Ca	-6	-3	.	-20	-27	.
TAAR1 ag	0	5	3	95*	23	1
M1 antag	-3	-9	0	2	11	-24
M1 PAM parental	18	10	-7	4	3	12
TAAR1 antag	-5	-2	-6	96*	-4	-24
CHO-K1 Ca antag	-12	-3	10	-1	1	-7
CHRM1 agonist	-3	5	-2	-4	-5	1
M1 ag parental	0.2	0.5	1.9	0.3	0.8	0.7

Reprinted from the part before: 3 compounds, followed by the next part.
28. O=C(CSc1nc2ccccc2c(=O)n1Cc1ccc(F)cc1)NCc1cccs1
29. Cc1ccc(C(C(=O)NC2CCCC2)N(Cc2ccco2)C(=O)CCC(=O)Nc2cc(C)on2)cc1 (stereo not given)
30. CC1(C(=O)NS(=O)(=O)c2ccccc2Cl)CCN1C(=O)CCc1cccs1 (stereo not given)
31. C=CCC(=O)N1CCCC(C(=O)c2ccc(Cl)cc2)C1 (stereo not given)
32. Cc1ccc(N2CC(C(=O)N/N=C/c3cccc([N+](=O)[O-])c3)CC2=O)cc1 (stereo not given)
33. O=C(NC1CCOc2ccccc21)C1CCCC1 (stereo not given)
34. O=C1C2C3C=CC(C2C(=O)N1c1ccccc1O)C1C2C(=O)N(c4ccccc4O)C(=O)C2C31 (stereo not given)
35. Cc1nn(C(C)C(=O)NCCc2ccccc2)c(=O)c2cc3occc3n12 (stereo not given)
36. CCN(CC(=O)NCc1cccs1)C(=O)c1ccc(N(C)S(=O)(=O)c2ccc(C)cc2)cc1
compound no.	28	29	30	31	32	33	34	35	36
OXTR potentiator	0	-12	.	-12	-12	-1	-9	-10	.
CHO parental Ca	-20	-27	.	-7	-8	-12	12	-19	.
TAAR1 ag	95*	23	1	1	6	-1	6	-1	8
M1 antag	2	11	-24	-2	-7	2	1	-5	1
M1 PAM parental	4	3	12	15	17	-10	7	2	-6
TAAR1 antag	96*	-4	-24	2	1	-27	-3	-29	23
CHO-K1 Ca antag	-1	1	-7	-4	-25	-1	-7	-6	-7
CHRM1 agonist	-4	-5	1	-4	-5	-7	-1	-5	-3
M1 ag parental	0.3	0.8	0.7	1.2	-1.2	-0.4	-0.1	0.7	4.9

37. O=S(=O)(c1ccc(F)cc1)N1CCn2c(nc3ccccc32)C1
38. Cc1cccc(N=Nc2c(N)n[nH]c2N)c1
39. COc1ccc(C)cc1NC(=O)C1CCC(CNc2c(N3CCOCC3)c(=O)c2=O)CC1 (stereo not given)
40. CC(C)(C)NC(=O)COC(=O)c1ccc(Cl)nc1
41. COc1ccc(-c2cc(C(F)(F)F)n3nc(C(=O)N4CCCC4)cc3n2)cc1
42. Cc1ccc(N(C)C(=O)C2CCCN2S(=O)(=O)c2ccc3c(c2)n(C)c(=O)c(=O)n3C)cc1 (stereo not given)
43. O=C(NC(=S)N(CCO)Cc1ccccc1)c1ccc(S(=O)(=O)N2CCCC2)cc1
44. CCCCNC(=O)c1ccc(CS(=O)(=O)Cc2ccccc2F)o1
compound no.	37	38	39	40	41	42	43	44
OXTR potentiator	-6	-2	-1	-4	-7	0	-5	-10
CHO parental Ca	-13	-4	-16	3	6	-11	-13	-10
TAAR1 ag	1	0	0	2	0	-2	4	0
M1 antag	-1	-10	-20	-3	-33	-6	-8	-4
M1 PAM parental	27	-13	15	-6	11	17	19	-10
TAAR1 antag	-21	2	10	-20	-8	-1	21	-24
CHO-K1 Ca antag	1	3	-2	-16	-14	-15	-10	-1
CHRM1 agonist	-7	-3	-2	-1	-2	-6	-6	-2
M1 ag parental	2.9	-0.3	-0.2	0.9	0.3	0.0	0.3	1.3
